GSK3beta inhib – human GSK3beta kinase inhibition | AID 2097 | P49841 | 300,000 tested, 0.038% active | activity score (negative = inhibition), % at 10 µM | GST-GSK3beta kinase, ADP-Glo luminescence, 60 min; hits give low values;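 active = more than half of replicate wells score below -50%, meaning over 50% inhibition versus plate controls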;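 also: 0% = median DMSO wells and -100% = median GW8510 positive control wells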
Target sequence (P49841 whole entry, looked up): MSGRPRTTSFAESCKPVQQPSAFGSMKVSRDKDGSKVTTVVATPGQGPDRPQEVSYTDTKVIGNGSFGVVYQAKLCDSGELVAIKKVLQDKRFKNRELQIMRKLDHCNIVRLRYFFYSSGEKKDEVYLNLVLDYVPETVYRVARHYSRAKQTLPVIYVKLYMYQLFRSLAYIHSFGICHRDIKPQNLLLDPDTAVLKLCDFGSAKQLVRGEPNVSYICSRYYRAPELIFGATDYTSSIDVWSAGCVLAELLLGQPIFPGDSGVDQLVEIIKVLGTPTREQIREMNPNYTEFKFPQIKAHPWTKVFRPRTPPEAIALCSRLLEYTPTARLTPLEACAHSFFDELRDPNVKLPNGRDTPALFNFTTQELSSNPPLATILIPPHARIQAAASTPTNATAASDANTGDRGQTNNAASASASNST
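Test system – GST-tagged human GSK3beta kinase, cell-free · Incubation – 60 min enzyme reaction, room temperature · Signal – ADP-Glo luminescence · Also added – peptide substrate and ATP at 25 µM · Controls – DMSO neutral wells and GW8510 at 20 µM as positive · Buffer or medium – Tris/MgCl2 kinase buffer · Measure – Luminescence-derived activity versus plate DMSO and GW8510 wells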
KLF5 inh – inhibitors of KLF5 expression | DLD-1 KLF5 promoter-luciferase reporter, luminescence | inhibition, % at 5 µM | 290,000 tested, 0.23% active | AID 1700;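 active = inhibition above a per-plate limit of that plate's mean compound inhibition plus 3 SD, cut at about 60% in these data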;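 also: 0% = DMSO wells and 100% = LY294002 at 200 µM; higher means less KLF5 promoter-driven luciferase light; inactives centre near -14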
aSyn 5UTR inh – 5' untranslated region of α-synuclein, MLPCN primary screen; alpha-synuclein 5'UTR reporter, inhibitor activity; AID 1813; inhibition, % (tested at 7.5 µM); 300,000 tested, 0.82% active; in the data active = inhibition above about 60%;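 also: H4 neuroglioblastoma cells stably carrying SNCA 5'UTR luciferase fusion; 0% = DMSO wells and 100% = positive control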
IEC-6 cytotox – counter-screen for KLF5 inhibitors: cytotoxicity in IEC-6 cells; 290,000 tested, 0.78% active; IEC-6 cytotoxicity, luminescence viability; inhibition, % at 5 µM; in the data active = inhibition above about 22%;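 also: 0% = plate median of test compound wells and 100% = cytotoxic reference compound wells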
AI-2 QS mod – modulates the Vibrio harveyi AI-2 quorum sensing system; 300,000 tested, 0.4% active; activity change, % at 7.5 µM; Vibrio harveyi JMH597 AI-2 luminescence/OD600 ratio, 9 h; hits give low values; strain lacks LuxN and CqsS sensors; 0 = neutral-control median; in the data active = activity change below about -75%, passing the limit was not always enough;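 also: luminescence divided by OD600 gain over 9 h not by final OD600 alone; inactives centre near 13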
HSF1 inhib – HSF1 inhibition; NIH3T3-HGL HSE-luciferase, MG132-induced, luminescence 8 h; hits give low values; activity change, negative = inhibition, % at 7.5 µM (by protocol); 300,000 tested, 0.77% active; AID 2098;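 active = more than half of replicate wells show activity change below -50%, luminescence cut by over half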;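 also: luciferase reports HSF-1 transcriptional activity via heat shock element; 0% = median of DMSO wells and -100% = zero luminescence signal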
PolyA inh – blocks polyadenylation in yeast reporter cells. AID 1875. 300,000 tested, 0.02% active. calls only at 12 µM. S. cerevisiae SKY197-pL101 polyadenylation reporter, beta-gal luminescence; efflux-impaired pdr1/pdr3 knockout yeast; score 100 = 6 SD above DMSO;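 active = lowest replicate activity score at least 50, where 100 means six control SD above control mean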;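 also: yeast exposed to compound for 9 h at 30 °C; higher score means more reporter readthrough which indicates perturbed polyadenylation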
GSK3A inh – human GSK-3 alpha kinase inhibition; ADP-Glo luminescence, 60 min; inhibition, % at 10 µM; 320,000 tested, 0.1% active;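 in the data active = inhibition above about 50%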;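 also: GST-tagged GSK-3 alpha with peptide substrate and 25 µM ATP; 0% = DMSO neutral wells and 100% = GW8510 positive control wells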
Target sequence (P49840 whole entry, looked up): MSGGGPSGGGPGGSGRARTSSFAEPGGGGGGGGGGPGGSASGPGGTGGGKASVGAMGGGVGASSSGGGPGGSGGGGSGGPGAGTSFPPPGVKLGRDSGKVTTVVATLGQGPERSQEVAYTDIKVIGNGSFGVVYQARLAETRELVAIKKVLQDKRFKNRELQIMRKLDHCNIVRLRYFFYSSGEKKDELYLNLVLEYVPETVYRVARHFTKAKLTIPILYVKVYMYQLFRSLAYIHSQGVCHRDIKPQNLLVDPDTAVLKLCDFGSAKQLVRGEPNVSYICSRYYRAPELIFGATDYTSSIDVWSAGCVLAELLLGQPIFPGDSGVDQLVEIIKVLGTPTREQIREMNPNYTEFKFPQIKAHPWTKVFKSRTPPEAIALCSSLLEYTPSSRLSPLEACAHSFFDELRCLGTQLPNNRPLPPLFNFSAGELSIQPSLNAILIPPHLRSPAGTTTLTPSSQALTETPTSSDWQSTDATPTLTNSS
HSP90 inh – blocks HSP90-mediated luciferase refolding in reticulocyte lysate; Rabbit reticulocyte lysate, luciferase refolding luminescence, 3 h; inhibition, % at 5.6 µM; 290,000 tested, 0.91% active; AID 1789;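 active = inhibition above the screen-wide mean plus 3 SD, computed separately per campaign, cut at about 16% in these data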;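 also: 0% = DMSO wells and 100% = 60 µM geldanamycin wells; inhibitors lower the luminescence because luciferase stays unfolded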
HSF1 activator – increases HSF-1 driven luciferase reporter signal. 300,000 tested, 1.7% active. NIH3T3-HGL HSF-1 luciferase reporter, MG132, 8 h; 100% = twice DMSO control signal. activation, % at 9 µM;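 active = mean replicate activation of at least 50% with a set share of replicates each reaching 50%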;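 also: 0% = median of the neutral control wells and 100% = twice that signal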
An asterisk follows results filed as active; i = inactive; nt = not tested or not shown.

The opening 4 records, to show the layout:
1) COC(=O)c1ccccc1NC(=O)Cn1c(=O)oc2ccc(Cl)cc21
2) O=C1C2CCC(C(O)C2)N1Cc1ccccc1 (centres undefined)
3) COC(=O)/C=C\C(=O)Nc1cccc([N+](=O)[O-])c1
4) NC(=O)c1nnn(-c2nonc2N)c1-c1ccc([N+](=O)[O-])cc1

Assay by compound,1,2,3,4
GSK3beta inhib,0,-1,4,-1
KLF5 inh,-28,-9,8,-24
aSyn 5UTR inh,30,-18,-4,16
IEC-6 cytotox,-10,-3,4,-2
AI-2 QS mod,10,10,-88*,13
HSF1 inhib,7,6,-77*,nt
PolyA inh,i,i,i,i
GSK3A inh,2,-2,-1,2
HSP90 inh,1,-1,7,-1
HSF1 activator,8,8,-80,nt

Results, previewed entries included:
1) COC(=O)c1ccccc1NC(=O)Cn1c(=O)oc2ccc(Cl)cc21
2) O=C1C2CCC(C(O)C2)N1Cc1ccccc1 (centres undefined)
3) COC(=O)/C=C\C(=O)Nc1cccc([N+](=O)[O-])c1
4) NC(=O)c1nnn(-c2nonc2N)c1-c1ccc([N+](=O)[O-])cc1
5) O=C1/C(=C/c2cccnc2)CCc2c1[nH]c1ccccc21

Assay by compound,1,2,3,4,5
GSK3beta inhib,0,-1,4,-1,0
KLF5 inh,-28,-9,8,-24,-48
aSyn 5UTR inh,30,-18,-4,16,-126
IEC-6 cytotox,-10,-3,4,-2,8
AI-2 QS mod,10,10,-88*,13,28
HSF1 inhib,7,6,-77*,nt,3
PolyA inh,i,i,i,i,i
GSK3A inh,2,-2,-1,2,0
HSP90 inh,1,-1,7,-1,-3
HSF1 activator,8,8,-80,nt,11

6) COc1cc(/C=C2\CCc3ccccc3C2=O)cc(OC)c1OC
7) COc1ccc(-c2nsc(SCC(=O)Nc3cc(C)on3)n2)cc1
8) COC(=O)c1cc(NC(=O)CSc2nc(C)cc(=O)[nH]2)cc(C(=O)OC)c1
9) COc1ccccc1N1CCN(C2CCN(C(=O)c3cccc(F)c3)CC2)CC1
10) C/C(=N/NC(=O)CNC(=O)c1cccnc1)c1cccc([N+](=O)[O-])c1

Assay by compound,6,7,8,9,10
GSK3beta inhib,-3,1,1,3,1
KLF5 inh,-16,-7,-19,-27,18
aSyn 5UTR inh,17,-10,16,11,13
IEC-6 cytotox,-8,0,-1,8,3
AI-2 QS mod,17,2,14,-11,23
HSF1 inhib,11,-6,-2,-13,0
PolyA inh,i,i,i,i,i
GSK3A inh,-1,-4,-2,-1,-4
HSP90 inh,-2,0,4,2,5
HSF1 activator,2,12,-12,21,-2

11) CC1=CC(C)(C)N(C(=O)CSc2ncn[nH]2)c2ccc(C)cc21
12) O=C(N/N=C/c1cccs1)/C(=C/c1ccccc1)NC(=O)c1ccccc1
13) N#Cc1nc(-c2ccco2)oc1N1CCN(c2cccc(Cl)c2)CC1
14) CCN(CC)C(=O)Cn1c(=O)c2ccccc2n2c(=S)sc(-c3cccc(C)c3)c12
15) O=S1(=O)[C@H]2CC3O[C@]2(C[C@@H]3c2ccc(F)cc2)CN1Cc1ccc(Cl)cc1

Assay by compound,11,12,13,14,15
GSK3beta inhib,1,-2,0,0,3
KLF5 inh,-10,10,5,-14,nt
aSyn 5UTR inh,0,-15,16,18,15
IEC-6 cytotox,0,1,1,0,nt
AI-2 QS mod,36,20,33,17,15
HSF1 inhib,-6,-8,-5,9,8
PolyA inh,i,i,i,i,i
GSK3A inh,-4,-4,0,1,-2
HSP90 inh,3,0,0,4,nt
HSF1 activator,-1,11,-3,11,12

16) Cc1cccc(N(C)C(=O)CCS(=O)(=O)c2cccc3nonc23)c1
17) CCN(CCn1cccn1)Cc1nc(Cc2cccc(F)c2)no1
18) O=C(/C=C/c1ccc[nH]1)c1ccccc1
19) COc1ccc(C(c2nnnn2C(C)(C)C)N2CCN(C)CC2)cc1OC (centres undefined)
20) O=C(O)C1C2C=CC(C2)C1C(=O)Nc1nccs1 (centres undefined)

Assay by compound,16,17,18,19,20
GSK3beta inhib,5,0,1,2,-2
KLF5 inh,-27,-14,5,11,-25
aSyn 5UTR inh,-5,12,-64,-14,6
IEC-6 cytotox,-4,4,-1,8,4
AI-2 QS mod,18,12,-1,14,19
HSF1 inhib,5,-4,15,0,3
PolyA inh,i,i,i,i,i
GSK3A inh,1,-2,0,-4,-4
HSP90 inh,0,0,0,6,-2
HSF1 activator,5,-15,30,17,10

Screen by screen, from the results shown:
PolyA inh, nos. 3–12: i, i, i, i, i, i, i, i, i, i
HSF1 activator, nos. 3–12: -80, nt, 11, 2, 12, -12, 21, -2, -1, 11

(list continues)
21) CCCCN(CCCNC(=O)C1CCN(C(=O)c2cc3sccc3n2C)CC1)Cc1ccccc1
22) CCN1C(=O)N/C(=C/c2ccc(Sc3ccc(C)cc3)o2)C1=O
23) CC(=C/c1ccccc1)/C=N/n1c(-c2ccncc2)n[nH]c1=S
24) COc1ccc(OCc2cc(C(=O)N(C)CCC3CCOCC3)no2)c(Cl)c1
25) Cc1nc2ccccc2c(=O)n1/N=C/c1ccc(O)c(O)c1O

Assay by compound,21,22,23,24,25
GSK3beta inhib,-1,-17,1,-1,3
KLF5 inh,13,-13,4,-87,-9
aSyn 5UTR inh,16,-7,0,-75,3
IEC-6 cytotox,3,0,2,9,-7
AI-2 QS mod,30,-8,48,29,59
HSF1 inhib,-2,20,-44,38,-8
PolyA inh,i,i,i,i,i
GSK3A inh,-1,-3,13,6,1
HSP90 inh,2,-3,0,-7,-1
HSF1 activator,-5,17,-38,77*,-9

26) O=C1OCC(CO)(CO)N=C1NNc1cc(Cl)ccc1Cl
27) Cc1ccsc1C(=O)N1CCCC(N(C)Cc2ccccc2)C1 (centres undefined)
28) CCC1Oc2ccccc2N(CC(=O)NC2CCCCC2)C1=O (centres undefined)
29) CCCCCCSC1=C(C#N)C(=O)NC2(CCCCC2)S1
30) COC(=O)c1nc2cc(C)ccn2c1F

Assay by compound,26,27,28,29,30
GSK3beta inhib,-1,-3,-6,5,1
KLF5 inh,-16,-8,0,-63,-31
aSyn 5UTR inh,-19,4,-6,-4,-37
IEC-6 cytotox,1,-3,11,3,-2
AI-2 QS mod,42,8,-6,-55,7
HSF1 inhib,-4,0,8,11,-2
PolyA inh,i,i,i,i,i
GSK3A inh,-1,2,-1,-3,3
HSP90 inh,1,1,3,-2,-5
HSF1 activator,-19,6,14,32,15

31) O=C(CSc1nc2ccccc2o1)Nc1ccc(N2CCOCC2)c(Cl)c1
32) CCCCn1c(NC(=O)c2ccccc2Cl)c(C#N)c2nc3ccccc3nc21
33) COC(=O)c1[nH]nc2c1C(=O)N(C1CCCCC1)C2=O
34) Cc1cc(-c2nnc(SCC(=O)N3C(C)CCCC3C)o2)no1 (centres undefined)
35) COc1cccc(NC(=O)C2CCCO2)c1 (centres undefined)

Assay by compound,31,32,33,34,35
GSK3beta inhib,-9,5,0,0,1
KLF5 inh,-80,15,1,-1,-22
aSyn 5UTR inh,-165,10,-2,-21,-7
IEC-6 cytotox,-3,-2,-2,4,-2
AI-2 QS mod,8,1,31,28,2
HSF1 inhib,-7,-6,-1,-4,-1
PolyA inh,i,i,i,i,i
GSK3A inh,1,16,2,-4,-4
HSP90 inh,4,59*,-4,0,-7
HSF1 activator,-1,7,-14,-2,26

36) O=c1ccc(OCCOc2ccccc2)nn1-c1ccccc1
37) O=C(Nc1ccc(N2CCCCCC2)cc1)c1ccccc1Cl
38) CC(=O)Nc1c(O)nc(SCc2ccc(Cl)cc2)[nH]c1=O
39) Fc1ccc(NC(=S)NCCc2ccc(Cl)cc2)cc1
40) Nc1cc2nsnc2cc1Br

Assay by compound,36,37,38,39,40
GSK3beta inhib,3,-1,1,0,2
KLF5 inh,-12,-139,-19,-34,-10
aSyn 5UTR inh,-9,-252,-1,-58,8
IEC-6 cytotox,1,11,-2,5,3
AI-2 QS mod,21,-64,30,11,25
HSF1 inhib,2,29,-6,4,-1
PolyA inh,i,i,i,i,i
GSK3A inh,-1,1,nt,3,4
HSP90 inh,3,0,1,1,25*
HSF1 activator,25,60*,-3,8,-11

41) O=C(N1CCN(c2cccc(Cl)c2)CC1)C1(S(=O)(=O)c2ccc(Cl)cc2)CC1
42) COc1cccc(N(C(=O)c2cccs2)c2nc3ccccc3s2)c1
43) CCCOC(=O)COC(=O)c1ccccc1NC(=O)c1ccccc1
44) O=C(NCc1ccc(F)cc1)c1ccc(CS(=O)(=O)Cc2ccccc2F)o1
45) COc1ccccc1NC(=O)CSc1nc2nccnc2c(=O)n1Cc1cccs1

Assay by compound,41,42,43,44,45
GSK3beta inhib,0,-1,5,1,2
KLF5 inh,-36,-5,-10,-10,6
aSyn 5UTR inh,6,-154,12,-7,7
IEC-6 cytotox,-7,-2,-1,-3,2
AI-2 QS mod,23,10,6,7,5
HSF1 inhib,-5,-67*,5,2,0
PolyA inh,i,i,i,i,i
GSK3A inh,-2,-11,-5,-2,-4
HSP90 inh,2,-1,-1,5,4
HSF1 activator,6,-74,1,-1,11

46) CC(=O)c1ccc(N(CC(=O)NCC2CCCO2)C(=O)CCC(=O)Nc2cc(C)on2)cc1 (centres undefined)
47) CC(=O)OC1COC(n2c(O)c(N=NC(N)=S)c3ccccc32)C(OC(C)=O)C1OC(C)=O (centres undefined)
48) COc1cccc(-n2c(CN3CCN(c4ccc(C)cc4)C(C)C3)nc3ccc([N+](=O)[O-])cc3c2=O)c1 (centres undefined)
49) COCCNC(=S)N1CCC(NC(=O)C23CC4CC(CC(C4)C2)C3)CC1
50) Cc1nn(CC(=O)NCCCN2CCOCC2)c(C)c1[N+](=O)[O-]

Assay by compound,46,47,48,49,50
GSK3beta inhib,2,3,0,3,-3
KLF5 inh,7,-23,7,-30,-45
aSyn 5UTR inh,1,-2,-10,14,13
IEC-6 cytotox,0,-5,4,-3,-1
AI-2 QS mod,38,13,28,7,17
HSF1 inhib,-4,-10,9,0,-8
PolyA inh,i,i,i,i,i
GSK3A inh,0,-2,-4,-3,-2
HSP90 inh,0,-5,-1,-3,4
HSF1 activator,4,3,47,3,-5

51) O=C(Cc1ccc2c(c1)OCCO2)N1CCN(c2ccccc2)CC1
52) O=C(NCc1cccs1)C1CCCN(C(=O)Nc2ccc(F)cc2)C1 (centres undefined)
53) O=C(Nc1cccnc1)c1cc(Cl)ccc1Cl
54) C=CCNC(=S)N/N=C/c1ccc(-c2ccc(Cl)cc2Cl)o1
55) CCOC(=O)c1cnc(SCC(=O)N2CCOCC2)nc1N
56) O=C(CN1CCC2(CC1)OCCO2)c1ccc2cc[nH]c2c1
57) O=C(CCc1nnc(-c2ccccc2)o1)NC1CCCCC1

Assay by compound,51,52,53,54,55,56,57
GSK3beta inhib,-1,3,4,3,0,-2,2
KLF5 inh,-2,9,-30,nt,-9,-9,-37
aSyn 5UTR inh,-30,3,-4,-5,-33,-33,-66
IEC-6 cytotox,0,4,1,nt,1,2,-2
AI-2 QS mod,35,25,-4,23,-6,10,28
HSF1 inhib,3,-7,8,-3,0,-3,11
PolyA inh,i,i,i,i,i,i,i
GSK3A inh,-2,-1,-3,-3,1,0,-22
HSP90 inh,4,-3,1,nt,-1,4,-1
HSF1 activator,18,-7,13,-9,6,7,20

Some of the compounds tested; the hit share may differ from the screen's.
